# MEKK2 mut-MEK5 – MEK5 binding signal on mutant MEKK2 PB1, primary screen, biochemical, multiplex bead flow cytometry, Alexa488-MEK5. 290,000 tested, 0.35% active. Alexa488-MEK5 binding to MEKK2 mutant. percent response, % at 10 µM; in the data active = percent response above about 24%, passing the limit was not always enough; note: inactives centre near 1; some results filed as inactive read as strong as hits
# V1R ag counter – agonists of human V1a receptor, primary screen, counter-screen for OXTR agonist project, fluorescence, CHO-V1R cells; activation, % at 3 µM; AID 2797, 2010; 320,000 tested, 0.25% active; Fluo-8 calcium fluorescence, agonist mode; 0% DMSO, 100% 3 nM vasopressin;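 active = activation above the mean activation of all tested compounds plus 3 SD, per screening run, cut at about 20% in these data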;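 note: signal is peak over basal fluorescence ratio across a 100 second FLIPR read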
# GPR7 antag – GPR7 receptor antagonists, primary screen, cell-based, fluorescence, single concentration | Neuropeptides B/W receptor type 1 (Homo sapiens), P48145 | GPR7-expressing cells, fluorescence antagonist assay | inhibition, % at 4.4 µM | 290,000 tested, 1.1% active; in the data active = inhibition above about 16%, passing the limit was not always enough;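 note: cells stimulated with the agonist NPW; 0% = agonist with vehicle and 100% = vehicle without agonist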
# Target sequence (P48145 whole entry, looked up): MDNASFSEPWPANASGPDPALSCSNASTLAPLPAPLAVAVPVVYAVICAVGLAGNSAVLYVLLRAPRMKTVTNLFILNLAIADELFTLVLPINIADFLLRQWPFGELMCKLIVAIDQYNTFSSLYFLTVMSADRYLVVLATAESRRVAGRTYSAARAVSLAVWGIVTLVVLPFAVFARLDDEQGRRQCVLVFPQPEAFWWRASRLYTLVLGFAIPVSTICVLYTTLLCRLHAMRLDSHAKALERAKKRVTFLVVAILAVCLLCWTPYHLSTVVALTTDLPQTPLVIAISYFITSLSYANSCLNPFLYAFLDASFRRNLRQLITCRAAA
# NALP1 inh – NALP1 inflammasome inhibitors in reconstituted yeast, colorimetric, S. cerevisiae, triplicate retest; S. cerevisiae NALP1/ASC/caspase-1 growth, X-gal OD620, 72 h; inhibition, % at 10 µM; 280,000 tested, 0.61% active; in the data active = inhibition mostly above about 24%, no sharp cut-off; inactive = mostly below about 32%; note: some compounds called inactive have numbers as strong as hits
# GalR3 antagonist – GalR3 antagonists in HEK293 cells, primary screen, cell-based, fluorescence readout; AID 651719, 2012; HEK293 GalR3-CNG cAMP membrane potential fluorescence; galR3 body fused to GalR1 C-terminus; inhibition, % at 3 µM; Galanin receptor type 3 (Homo sapiens), O60755; 360,000 tested, 0.44% active;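 active = inhibition above the screen-wide average plus 3 SD, cut at about 13% in these data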;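 note: forskolin and galanin both at EC90 stimulate the cells; cAMP rise reported by CNG channel membrane potential dye signal; 0% = forskolin plus galanin with DMSO and 100% = forskolin alone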
# Target sequence (O60755 1-299 limits assumed): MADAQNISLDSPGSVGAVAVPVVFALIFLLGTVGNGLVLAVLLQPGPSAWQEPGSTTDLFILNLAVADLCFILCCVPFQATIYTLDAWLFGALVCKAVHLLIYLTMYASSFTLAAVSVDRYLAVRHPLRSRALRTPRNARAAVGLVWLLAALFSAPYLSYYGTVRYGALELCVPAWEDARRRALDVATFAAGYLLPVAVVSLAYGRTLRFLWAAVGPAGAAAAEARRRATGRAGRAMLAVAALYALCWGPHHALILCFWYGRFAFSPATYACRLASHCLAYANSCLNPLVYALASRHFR
# MEKK2 WT-MEK5 – modulators of MEK5 binding to wildtype MEKK2, primary screen, biochemical, multiplex bead flow cytometry, Alexa488-MEK5 | Alexa488-MEK5 binding to MEKK2 WT; actives lie on both sides | 290,000 tested, 1.1% active | binding response (% of control), % at 10 µM | AID 1531, 2009; in the data active = binding response below about 67% or above about 130%
# OXTR potentiate – human OXTR potentiators, primary screen, fluorescence, CHO-OTR cells, Fluo-8 calcium; Oxytocin receptor (Homo sapiens), P30559; Fluo-8 calcium fluorescence, potentiator mode; 0% = oxytocin EC15, 100% = EC100; activation, % at 3 µM; 320,000 tested, 0.061% active;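 active = activation above that plate's cutoff, the mean activation of tested compounds plus 3 SD, cut at about 6.6% in these data, passing the limit was not always enough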;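 note: 100% uses oxytocin at 75 nM as the full agonist control; some results filed as inactive read as strong as hits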
# Target sequence (P30559 whole entry, looked up): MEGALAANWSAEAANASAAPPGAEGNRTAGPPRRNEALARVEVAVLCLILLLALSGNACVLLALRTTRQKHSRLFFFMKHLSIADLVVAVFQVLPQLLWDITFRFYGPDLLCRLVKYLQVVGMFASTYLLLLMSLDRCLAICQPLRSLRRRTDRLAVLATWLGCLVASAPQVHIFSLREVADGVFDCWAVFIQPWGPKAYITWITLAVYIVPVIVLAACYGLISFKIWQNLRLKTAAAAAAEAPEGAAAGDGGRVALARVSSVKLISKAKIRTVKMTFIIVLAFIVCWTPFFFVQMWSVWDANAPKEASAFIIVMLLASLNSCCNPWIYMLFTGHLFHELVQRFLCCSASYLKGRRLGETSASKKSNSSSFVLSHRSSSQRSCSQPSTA
#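 System: human OTR in CHO cells; Also added: sub-maximal oxytocin, roughly EC15; Timing: compound 6 min at room temperature before oxytocin, 100 s read; Technique: Fluo-8 intracellular calcium fluorescence, ex 470-495, em 515-575 nm; Controls: oxytocin EC15 low and EC100 high; Replication: singlicate.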
# PfM18AAP inh – PfM18AAP inhibitors, malaria aminopeptidase, primary screen, biochemical, QFRET, recombinant enzyme. 290,000 tested, 1.2% active. inhibition, % at 7.35 µM. H-Glu-NHMec fluorogenic cleavage. M18 aspartyl aminopeptidase (Plasmodium falciparum 3D7);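 active = inhibition above the campaign mean inhibition over all tested compounds plus 3 SD, cut at about 28% in these data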;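 note: 0% = plate median of test compound wells and 100% = 2 mM ZnCl2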
# OXTR ag – human OXTR agonists, primary screen, fluorescence, CHO-OTR cells, Fluo-8 calcium; Oxytocin receptor (Homo sapiens), P30559; Fluo-8 calcium fluorescence; normalized: DMSO 0%, oxytocin 100%; activation, % at 3 µM; 320,000 tested, 0.32% active;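 active = activation above the mean of all tested compounds plus 3 SD, cutoff set per screening run, cut at about 20% in these data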;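 note: peak over basal fluorescence ratio from a 100 s FLIPR kinetic read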
# Numbers without * were called inactive; / = not tested or not shown; [ ] = remark or other dose.
SMILES,MEKK2 mut-MEK5,V1R ag counter,GPR7 antag,NALP1 inh,GalR3 antagonist,MEKK2 WT-MEK5,OXTR potentiate,PfM18AAP inh,OXTR ag
COc1ccc(C(N)=O)cc1N,0,-0.1,0,33,-4,107,4,1,0.9
COc1ccc(C)cc1NC(=O)C(OC(=O)c1cc(C)oc1C)c1ccccc1 (configuration not stated),21,-0.2,-2,27,0,106,-6,3,-1.6
Cc1cc(C)c2nc(SCC#N)cc(C)c2c1,3,-0.2,-11,-2,-9,102,-3,5,-0.8
O=C(Nc1ccccc1)c1cccc(NC(=O)c2ccco2)c1,/,1.1,/,/,-3,/,-3,/,0.4
CC(=O)c1ccccc1OCCOc1ncnc2sccc12,-5,1.1,1,12,-1,100,-1,-3,0.4
CC(=O)c1sc2nsc(SCCN3CCCCC3)c2c1N,-1,1.0,-15,0,-4,95,1,33*,1.8
N#C/C(=C\c1ccc(O)c(Br)c1)C(=O)N1CCCCC1,2,3.2,-16,2,1,99,9,-12,4.1
Cc1cccc(-n2ncc3c(Nc4ccc(F)cc4)ncnc32)c1,6,-1.2,/,/,-4,106,-7,/,-0.8
O=C(CCC(=O)c1cccs1)OCc1ccc([N+](=O)[O-])cc1,/,0.2,/,/,-3,/,-1,/,-1.7
CN(CC(=O)Nc1ccc(F)cc1)C(=O)CCc1ccccc1,8,1.0,-8,15,-8,104,-2,-2,-0.1
O=C(c1ccc(-c2nnc(Nc3ccccc3)c3ccccc23)cc1)N1C[C@H]2C[C@H](C1)c1cccc(=O)n1C2,7,-0.7,1,6,3,104,-13,4,-0.5
Cc1nnc(SCc2ccc(F)cc2)s1,-2,0.7,-3,26,-3,87,-1,-6,-1.1
O=C(O)c1ccc(Br)c(S(=O)(=O)N2CCCC2)c1,-2,-0.2,-1,-7,-4,96,0,-3,0.3
Cc1ccc(-c2nn(-c3cc(Cl)ccc3[N+](=O)[O-])c(=O)c3ccccc23)cc1,0,0.0,-7,0,-6,97,-9,-1,-2.0
CC(C)OCCCNC(=O)c1c(N)n(/N=C/c2cccs2)c2nc3ccccc3nc12,/,0.1,-2,14,-1,/,2,0,-0.9
CCN(CC(=O)NCc1ccc(Cl)cc1)C(=O)/C=C/c1ccccc1,6,-1.6,-10,8,-9,100,-4,3,-1.0
CCOc1ccc(CCNC(=O)C2CCCN2C(=O)OCc2ccccc2)cc1OCC (configuration not stated),-5,0.2,-7,4,-3,90,-5,-13,-2.1
N#Cc1cnn(-c2ncnc3sc4c(c23)CCCC4)c1N,-3,4.8,-2,48,0,100,-12,-2,-0.2
CC(C)Cn1c(=O)n(C)c(=O)c2[nH]cnc21,3,0.2,/,-2,8,112,-2,/,0.2
CCOC(=O)/C(C#N)=C/c1cn(CCC(=O)O)nc1-c1cccc(Br)c1,1,0.6,0,1,-7,96,-8,7,0.2
COc1ccc(S(=O)(=O)NC(CC(=O)NCCc2ccc(OC)c(OC)c2)C(C)C)cc1 (configuration not stated),-4,-0.9,-12,0,3,99,-6,1,-1.2
CC(C)C(=O)Nc1cccc(C(=O)OCC(=O)c2ccc(Cl)cc2Cl)c1,-1,4.5,-8,-9,1,101,-4,3,3.1
COc1ccc(NC(=O)C(NC(=O)OC(C)(C)C)C(C)OCc2ccccc2)cc1 (configuration not stated),0,-0.6,3,12,-2,92,4,-10,-2.3
CCOc1ccc(NC(=S)NCc2cccnc2)cc1,4,-0.5,-9,-5,-5,100,-8,2,-1.5
CCn1nc(C(C)C)cc1C(=O)N1CCCC(CO)(Cc2ccc(F)cc2F)C1 (configuration not stated),-5,5.2,28*,20,-5,95,-16,3,3.0
COc1ccc(Br)cc1CNC(=O)Nc1cccs1,-2,0.0,11,1,-5,99,1,13,1.1
CCCn1nc(NS(=O)(=O)c2cccc3nonc23)c2cc3ccccc3nc21,-13,1.0,3,14,3,92,2,0,-1.2
Cc1oc2ccc(O)cc2c1C(=O)c1ccccc1,16,0.5,-16,12,-3,113,3,3,-0.3
COc1ccc(C(=O)OCC(=O)NC2CC2)cc1[N+](=O)[O-],-2,1.1,-7,25,0,99,-12,2,-0.5
O=C(NCC(c1cccnc1)N1CCN(c2ccccc2)CC1)C1CCCCC1 (configuration not stated),3,0.2,-14,12,-9,103,-3,-7,1.0
Brc1ccccc1-n1nnc(-c2nccs2)n1,2,-0.5,-15,10,-6,102,-1,-1,6.9
CCC(=O)Nc1nnc(S(=O)(=O)N(C)Cc2ccco2)s1,-2,1.4,-6,-1,7,100,-6,3,-0.1
Fc1ccc(-c2ccc(CNCc3ccccn3)o2)cc1,4,-0.5,-6,18,-11,114,-13,0,-0.3
CCCNS(=O)(=O)c1cccc(C(=O)NC2CCCc3ccccc32)c1 (configuration not stated),-7,0.1,-3,8,-4,93,2,5,-1.3
Cc1cccc2cc(C#N)c(NCCCn3ccnc3)nc12,2,-0.3,-7,3,-9,105,-4,0,1.4
CC(C)CC(=O)/C(=C/c1ccc(N(C)C)cc1)n1cncn1,-9,0.7,3,12,-9,37*[inhibitor],-10,12,0.5
COc1ccc(/C=C/c2cc(C(F)(F)F)[nH]c(=O)n2)cc1OC,-14,0.7,-11,-5,1,85,0,6,-0.8
COc1ccccc1CNC(=O)CCn1c(=O)oc2ccccc21,2,-0.7,-14,-19,/,101,0,-2,-0.5
CCCS(=O)(=O)c1cn2cccc(N)c2c1S(=O)(=O)CCC,3,2.7,-1,-2,-4,105,-12,-3,2.2
Cc1cc(=O)oc(C)c1C(=O)NC1CC(C)(C)NC(C)(C)C1,2,1.4,6,20,-3,97,-15,1,0.3
Nc1ncnc(Oc2cccc3cccnc23)c1[N+](=O)[O-],7,0.2,-18,1,-2,109,2,5,1.7
COc1ccc(/C=C(\C#N)C(=O)c2c(C)[nH]c3ccccc23)cc1OC,2,0.7,-4,16,-3,104,-4,17,1.1
O=c1cc(-c2ccccc2)nc(N2CCCCC2)[nH]1,3,0.0,-2,6,-1,108,-4,-13,-1.1
Cc1cc(N/N=C/c2ccccc2O)nc(-c2ccccc2O)n1,1,4.6,2,24,-12,121,-15,42*,2.8
O=C(NCc1ccccc1)c1cncc(Br)c1,6,0.5,-6,32,-3,112,2,4,-1.1
CCOc1ccccc1NS(=O)(=O)c1csc(C(N)=O)c1,0,3.4,1,27,-9,99,-18,-13,0.6
COc1ccc(C(=O)OCn2nnc3ccccc3c2=O)cc1OC,-2,0.4,3,7,-3,99,-13,-10,0.8
NC1=NC(c2ccc(Cl)cc2)n2c(nc3ccccc32)N1 (configuration not stated),-3,3.1,-6,/,-1,93,-10,4,0.6

# Filtered by structure: those above containing an aryl thioether with sulfur outside any ring (three)
SMILES,MEKK2 mut-MEK5,V1R ag counter,GPR7 antag,NALP1 inh,GalR3 antagonist,MEKK2 WT-MEK5,OXTR potentiate,PfM18AAP inh,OXTR ag
Cc1cc(C)c2nc(SCC#N)cc(C)c2c1,3,-0.2,-11,-2,-9,102,-3,5,-0.8
CC(=O)c1sc2nsc(SCCN3CCCCC3)c2c1N,-1,1.0,-15,0,-4,95,1,33*,1.8
Cc1nnc(SCc2ccc(F)cc2)s1,-2,0.7,-3,26,-3,87,-1,-6,-1.1

# The listing continues.
SMILES,MEKK2 mut-MEK5,V1R ag counter,GPR7 antag,NALP1 inh,GalR3 antagonist,MEKK2 WT-MEK5,OXTR potentiate,PfM18AAP inh,OXTR ag
CCn1c(CCc2ccccc2)nnc1SCC(N)=O,5,-0.4,-10,/,-4,109,-18,4,0.1
COCCNC(=O)CN(c1cc(C(F)(F)F)ccc1Cl)S(C)(=O)=O,3,0.6,19*,4,-4,106,-9,-4,0.2
COc1ccc(-c2nc(C#N)c(N3CCCCCC3)o2)cc1OC,6,4.2,13,5,10,112,-9,0,-1.3
Cc1ccccc1Cn1c(NC2CCCC2)nc2c1c(=O)[nH]c(=O)n2C,5,-1.3,-18,/,-7,98,6,-11,-2.5
COC(=O)c1c(-c2ccc(F)cc2)noc1N,6,-0.5,-11,/,-6,107,1,10,0.4
CCOC(=O)c1c(NC(=O)CSc2nnnn2C)sc(CC)c1C,3,-0.1,1,-3,-7,103,3,1,-1.4
Cn1c(=O)oc2cc(S(=O)(=O)NCCC(=O)N3CCN(c4ccccc4F)CC3)ccc21,-1,2.5,-3,12,-9,98,-12,-1,0.8
Cc1ccc2c(c1)c1c(n2CC(O)CNC(CO)(CO)CO)CCCC1 (configuration not stated),9,0.8,-2,1,-1,127,5,4,0.4
COc1c2c(cc3oc(=O)ccc13)OC(C)(C)C=C2,4,-1.3,/,5,-3,103,-3,/,-1.2
CC(C)c1cc(C(C)C)n2nc(N)nc2n1,2,-0.5,-10,19,-8,83,0,0,-0.2
O=C(c1ccccc1F)N1CCCc2ccccc21,4,-0.9,-13,/,-9,107,-1,-2,-1.9
CCc1ccc2oc(C(=O)NC3CCS(=O)(=O)C3)cc(=O)c2c1 (configuration not stated),1,1.8,10,0,3,100,-5,1,0.9
COc1ccc(/C=N/n2c(COc3ccccc3)n[nH]c2=S)cc1OC,6,5.1,-20,-28,-3,105,-11,30*,-1.2
Cc1ccc(C)c(-n2c(C)cc(/C=N/NC(=O)c3c(C)nc4cc(C)ccn34)c2C)c1,8,-1.8,-5,-20,-4,94,-2,-6,-1.9
Cc1nn(C)c(C)c1NC(=O)CCCSc1nc(-c2ccco2)cc(C(F)(F)F)n1,3,5.7,-14,9,-2,96,-18,-2,0.3
O=C(COc1ccccc1)NC(Cc1c[nH]c2ccccc12)C(=O)O (configuration not stated),-5,-0.2,3,-14,-2,93,3,-3,1.2
CCOc1nc(-c2ccccc2)ccc1-c1noc(-c2cccs2)n1,-6,4.2,3,3,-1,98,-2,7,-0.5
O=C(COC(=O)CNC(=O)c1ccc(F)cc1)NC1CCCc2ccccc21 (configuration not stated),/,-0.2,/,/,-1,/,-6,/,0.9
COC(=O)c1c(C)oc2c1cc(NS(=O)(=O)c1cccs1)c1ccccc12,2,-1.1,-15,6,-6,100,-3,-2,-1.1
COc1ccc(CCNC(=O)c2cc(S(=O)(=O)N3CCCC3)cn2C)cc1OC,2,-0.2,-5,-26,/,101,-2,-1,-1.1
O/N=C1\CCCc2ccccc21,5,0.1,-18,2,-2,103,-4,-1,4.0
COc1ccc(C(=O)OCc2cc3cccc(C)c3[nH]c2=O)cc1,12,3.0,2,15,-5,108,-17,-6,1.2
CC(C)CSc1nc2c(c(=O)[nH]c(=O)n2C)n1CCc1ccccc1,5,-0.3,-9,18,1,106,-3,-1,-0.9

# High-throughput results (PubChem BioAssay)

# Rows are unselected, and some 4.1% of all compounds hit somewhere here.
